Screens deposited in PubChem by NMMLSC.
Bim-Bcl-W: inhibitors of Bim-Bcl-W interaction, human; bead-based flow cytometry, Bim peptide-Bcl-W binding; inhibition, % at 10 µM; 190,000 tested, 0.02% active;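 also: 0% = bound tracer without compound and 100% = peptide blocker; higher means less fluorescent Bim peptide bound to Bcl-W beads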
Mcl-1 Bim block: disrupts Bim peptide binding to human Mcl-1; Q07820; Bead-based flow cytometry, Bim peptide-Mcl-1 binding; inhibition, % at 10 µM; 190,000 tested, 0.1% active; AID 1009;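 also: 0% = no compound tracer wells and 100% = peptide blocker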
Bcl-2 Bim block: disrupts Bim peptide binding to human Bcl-2 | P10415 | Bead-based flow cytometry, Bim peptide-Bcl-2 binding | inhibition, % at 10 µM | 190,000 tested, 0.06% active | AID 950; in the data active = inhibition above about 40%; inconclusive = no clear call, values can overlap the other calls;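 also: 0% = no compound wells with probe peptide and 100% = reference peptide inhibitor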
Bcl-XL Bim block: disrupts Bim peptide binding to human Bcl-XL | inhibition, % at 10 µM | Q07817 | AID 1007 | bead flow cytometry, fluorescence | 190,000 tested, 0.04% active
Bfl-1 Bim block: human Bim-Bfl-1 interaction inhibition; 190,000 tested, 0.12% active; Bead-based flow cytometry, Bim-Bfl-1 binding inhibition; inhibition, % at 10 µM; AID 1008;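 also: 0% = wells without compound plus tracer and 100% = blocker peptide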
Bcl-B Bim block: inhibitors of Bim-Bcl-B interaction, human. Q9HD36. 190,000 tested, 0.073% active. AID 951. bead-based flow cytometry, Bim peptide-Bcl-B binding. inhibition, % at 10 µM;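 also: 0% = tracer peptide without compound and 100% = reference inhibitor peptide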
RGS4-Gao reg: modulates binding of RGS4 to human Galphao | P09471 | Multiplexed bead flow cytometry; actives lie on both sides | binding response (% of control), % at 10 µM | 220,000 tested, 0.33% active | AID 1415; in the data active = binding response below about 49% or above about 150%; inactive = in between;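 also: fluorescent Galphao activated with aluminum fluoride binding bead-coupled RGS4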
ABCB1 block: human ABCB1 inhibition, ABCG2 as counter-screen; P08183; CCRF-Adr cells, JC-1 efflux, flow cytometry; inhibition, % at 6.6 µM; AID 1326; 190,000 tested, 0.067% active; in the data active = inhibition above about 40%;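 also: 0% = vehicle and 100% = reference inhibitor; higher value means more JC-1 retained so stronger ABCB1 efflux block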
RGS7-Gao reg: regulators of human RGS7-Galphao interaction; Multiplexed bead flow cytometry, RGS7-Galphao binding; actives lie on both sides; binding response (% of control), % at 10 µM; AID 1439; 220,000 tested, 0.35% active; in the data active = binding response below about 49% or above about 150%; inconclusive = no clear call, values can overlap the other calls; inactive = in between;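 also: fluorescent Galphao held in activated GDP-AlF4 state binding bead-coupled RGS7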
RGS8-Gao reg: human RGS8-Galphao interaction regulation; P09471; multiplexed bead flow cytometry, RGS8-Galphao binding; actives lie on both sides; response (percent of control binding), % at 10 µM; 220,000 tested, 0.34% active; AID 1423; in the data active = response below about 60% or above about 140%; inactive = in between;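 also: Galphao activated as the GDP aluminium fluoride complex binding bead-coupled RGS8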
ABCG2 block: human ABCG2 inhibition, ABCB1 as counter-screen; Q9UNQ0; IgMXP3 cells, JC-1 efflux, flow cytometry; inhibition, % at 6.6 µM; 190,000 tested, 0.1% active; AID 1325;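 active = inhibition above 80%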;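 also: 0% = DMSO and 100% = nicardipine control wells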
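Assay system – ABCG2 IgMXP3 and barcoded ABCB1 CCRF-Adr cell mix · Input – 3 million cells/mL in well · Reagent – JC-1 fluorescent substrate · Compound – single test compound dose, 6.6 µM final · Timing – 10 min exposure at 25 °C with rotation, no wash · Detection – flow cytometry of retained JC-1 fluorescence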
The depositor's hits bear a star; ? = inconclusive. Rule as the data show it, unless noted: active = inhibition above about 40%.

The opening 5 entries, to show the layout:
SMILES	Bim-Bcl-W	Mcl-1 Bim block	Bcl-2 Bim block	Bcl-XL Bim block	Bfl-1 Bim block	Bcl-B Bim block	RGS4-Gao reg	ABCB1 block	RGS7-Gao reg	RGS8-Gao reg	ABCG2 block
O=C(NC1CCCCC1)N1CCN(c2nc(-c3ccccc3)cs2)CC1	0	0	0	-1	-1	-15	98	0.8	98	100	9
C=CCn1c(SCc2nc3sc(C(=O)O)c(C)c3c(=O)[nH]2)nnc1-c1ccccc1	2	1	0	0	-2	-5	99	0.4	?	99	4
CCOC(=O)c1sc(NC(=O)CN2C(=O)NC3(CC(C)CC(C)(C)C3)C2=O)c(C(=O)OCC)c1C (stereo not drawn)	-7	-1	-7	-8	-13	-11	102	2.4	103	101	12
O=C(CN1CCN(C2CCCCC2)CC1)Nc1cccc2ccccc12	0	-1	-1	-4	-3	-5	103	0.9	?	103	3
O=C(COc1ccc([N+](=O)[O-])cc1)Nc1ccc2c(c1)OCO2	0	0	-3	1	-3	-3	104	0.7	100	102	3

This part in full, previewed entries included:
SMILES	Bim-Bcl-W	Mcl-1 Bim block	Bcl-2 Bim block	Bcl-XL Bim block	Bfl-1 Bim block	Bcl-B Bim block	RGS4-Gao reg	ABCB1 block	RGS7-Gao reg	RGS8-Gao reg	ABCG2 block
O=C(NC1CCCCC1)N1CCN(c2nc(-c3ccccc3)cs2)CC1	0	0	0	-1	-1	-15	98	0.8	98	100	9
C=CCn1c(SCc2nc3sc(C(=O)O)c(C)c3c(=O)[nH]2)nnc1-c1ccccc1	2	1	0	0	-2	-5	99	0.4	?	99	4
CCOC(=O)c1sc(NC(=O)CN2C(=O)NC3(CC(C)CC(C)(C)C3)C2=O)c(C(=O)OCC)c1C (stereo not drawn)	-7	-1	-7	-8	-13	-11	102	2.4	103	101	12
O=C(CN1CCN(C2CCCCC2)CC1)Nc1cccc2ccccc12	0	-1	-1	-4	-3	-5	103	0.9	?	103	3
O=C(COc1ccc([N+](=O)[O-])cc1)Nc1ccc2c(c1)OCO2	0	0	-3	1	-3	-3	104	0.7	100	102	3
O=S(=O)([O-])CCC[n+]1c(/C=C\Nc2ccccc2)oc2ccc(-c3ccccc3)cc21	-1	0	-5	-2	-5	-4	103	-2.4	104	104	-6
Cn1c(=O)[nH]c(=O)c2c1nc(N1CCCCCC1)n2CCSc1nc2ccccc2o1	-3	0	-5	-3	-3	-4	91	2.9	83	91	2
CC(=O)Nc1cccc(/C(C)=N/NS(=O)(=O)c2ccc(C)cc2)c1	1	0	-2	-1	-2	-3	106	0.9	100	104	15
CCN(CC)c1ccc(NC(=O)CN2C(=O)CSc3ncccc32)c(C)c1	2	0	-3	-3	-7	-3	98	0.4	93	100	1
CN(C(=O)c1ccncc1)c1nnc(-c2ccncc2)s1	2	3	0	0	-9	-3	101	-0.1	99	101	0
COc1cccc(/C=C2\N=C3CCCCCN3C2=O)c1	4	0	-3	-14	-10	-5	102	0.6	99	99	2
CCn1c(-c2cc(Cl)ccc2OC)n[nH]c1=S	-1	-4	-11	-10	-18	-14	103	-0.2	102	101	2
COc1ccc(CCNC(=O)C2CC(c3ccccc3[N+](=O)[O-])=NO2)cc1 (stereo not drawn)	0	-2	-2	-1	0	1	101	-0.2	103	101	0
CCOC(=O)C1(CCCc2ccccc2)CCN(CCCn2cccn2)CC1	0	0	-8	-1	-6	-2	103	1.8	100	101	0
CC(NS(=O)(=O)c1ccccc1)C(=O)Nc1ccc(S(N)(=O)=O)cc1 (stereo not drawn)	-1	1	3	0	3	2	101	0.0	97	100	5
N#CC1=C(N)N(c2ccc(Cl)c(Cl)c2)C(=O)C1	-4	-4	-4	-3	-14	-9	105	-0.1	103	107	2
CCC(=O)Nc1ccc(C(=O)CSc2nc3ccccc3[nH]2)cc1	-3	0	-1	-5	0	-5	84	2.0	89	98	-1
COc1ccccc1N1CCN(C(=O)CCn2c(=O)[nH]c3ccccc3c2=O)CC1	0	0	-3	-17	-10	-6	100	0.0	98	96	1
CN(C)c1ccc(C(=O)OCC(=O)c2cccs2)cc1	-16	-20	-18	-4	-8	-20	104	0.0	101	101	2
COc1ccc(OC)c(NC(=O)NC2(C(F)(F)F)Oc3ccccc3O2)c1	-4	-3	-10	-6	-16	-11	99	0.0	97	101	0
CC(=O)CNc1ccc(S(=O)(=O)N/N=C/c2ccccc2)cc1	-1	0	-3	2	-4	-1	98	0.6	99	97	0
Cc1cc(NC(=O)c2noc3c2CCCC3)nn1Cc1ccc(Cl)cc1	-5	-3	-6	-1	-4	-2	101	1.6	101	103	6
CCCCNC(=O)C1CCCN(S(=O)(=O)c2ccc(-n3cnnn3)cc2)C1 (stereo not drawn)	-5	-4	-5	-5	-3	-1	85	0.7	88	81	1
Cc1cccc(N2CCN(c3ccc(C(N)=O)cc3[N+](=O)[O-])CC2)c1C	0	0	0	0	-1	-3	97	0.2	97	98	1
O=C(N/N=C1\CCCCc2ccccc21)c1ccccn1	0	1	-7	-1	-5	1	102	0.0	100	103	0
O=C(O)c1ccc2[nH]c3c(c2c1)CSCC3	-3	-1	-9	-5	-7	-5	100	-0.5	93	100	-4
Cc1nn(C)c(C)c1S(=O)(=O)N1CCCC(C(=O)NCC2COc3ccccc3O2)C1 (stereo not drawn)	5	1	-7	0	-5	-2	110	-2.1	107	106	-4
CCOCCCNS(=O)(=O)c1ccc(NC(=O)c2ccc([N+](=O)[O-])cc2Cl)cc1	-4	-5	-6	-3	-4	-5	101	0.6	100	102	15
CN1CCN(C(=O)C2=C[C@@H](C(C)(C)C)C[C@@H](OCc3ccc(CO)cc3)O2)CC1	-1	0	-2	-2	-1	-1	105	0.3	110	105	0
CCN(CC)S(=O)(=O)c1cccc(C(=O)NCc2ccccc2)c1	-3	0	-8	-5	-13	-1	98	0.1	100	98	0
CCCC(=O)Nc1nc2ccc(S(=O)(=O)N3CCCCC3)cc2s1	-6	-3	-8	-10	-7	-9	96	0.7	95	99	5
O=C(NCc1ccccc1)N(Cc1cc2cc3c(cc2[nH]c1=O)OCCO3)CC1CCCO1 (stereo not drawn)	5	3	0	-1	-10	-4	94	0.4	98	98	2
CCOC(=O)N1CCN(C(=O)C(NC(=O)c2ccc(CC)cc2)C(C)C)CC1 (stereo not drawn)	-1	-1	-5	-20	-5	-5	103	3.6	102	99	2
N=c1n(Cc2ccc(Cl)cc2)c2ccccc2n1CC(O)COc1ccccc1 (stereo not drawn)	0	-4	-1	-1	1	-7	106	1.0	108	95	2
CN(Cc1ccccc1)c1ccc([N+](=O)[O-])cc1C(=O)O	0	0	0	0	-4	-6	100	0.2	103	102	0
COC(=O)c1cc(Cl)nc2ccccc12	-2	-1	2	-1	3	1	96	-0.1	99	90	1
CCOP(=O)(c1ccc(N(C)C)cc1)C(O)c1c(Cl)cccc1Cl (stereo not drawn)	-1	-2	-11	0	-13	-9	102	0.3	104	100	1
Cc1ccc2c(c1)-c1c(cnn1CC(=O)N1CCCN(Cc3ccccc3F)C1)CO2	2	0	-7	-3	-6	-4	102	-3.0	106	103	-4
Cc1ccc(NC(=O)CSC(C)C(=O)NCCc2ccccn2)cc1 (stereo not drawn)	0	-1	1	0	0	0	101	0.3	?	103	5
O=C(CN1CCCCC1)N1c2ccccc2Oc2ccccc21	0	0	-10	1	-12	-7	99	0.6	102	99	0

One compound at a time, from the list above. Order of values: Bim-Bcl-W, Mcl-1 Bim block, Bcl-2 Bim block, Bcl-XL Bim block, Bfl-1 Bim block, Bcl-B Bim block, RGS4-Gao reg, ABCB1 block, RGS7-Gao reg, RGS8-Gao reg, ABCG2 block
CCOCCCNS(=O)(=O)c1ccc(NC(=O)c2ccc([N+](=O)[O-])cc2Cl)cc1 reads -4, -5, -6, -3, -4, -5, 101, 0.6, 100, 102, 15
CN(Cc1ccccc1)c1ccc([N+](=O)[O-])cc1C(=O)O reads 0, 0, 0, 0, -4, -6, 100, 0.2, 103, 102, 0
O=C(N/N=C1\CCCCc2ccccc21)c1ccccn1 reads 0, 1, -7, -1, -5, 1, 102, 0.0, 100, 103, 0
Cc1nn(C)c(C)c1S(=O)(=O)N1CCCC(C(=O)NCC2COc3ccccc3O2)C1 (stereo not drawn) reads 5, 1, -7, 0, -5, -2, 110, -2.1, 107, 106, -4

The listing continues:
SMILES	Bim-Bcl-W	Mcl-1 Bim block	Bcl-2 Bim block	Bcl-XL Bim block	Bfl-1 Bim block	Bcl-B Bim block	RGS4-Gao reg	ABCB1 block	RGS7-Gao reg	RGS8-Gao reg	ABCG2 block
CC1CC(CC(=O)NNc2nc(-c3ccccc3)cs2)C(=O)O1 (stereo not drawn)	-3	0	-6	-3	-5	-6	123	-0.3	119	117	-2
CC1CCCCC1N=CC1=C(O)CC(C)(C)CC1=O (stereo not drawn)	1	2	-8	-4	-11	-5	95	0.6	93	97	3
COc1ccc(CC(NC(C)=O)C(=O)NC2CCN(C(=O)Nc3ccc(C#N)cc3)CC2)cc1OC (stereo not drawn)	-1	0	-7	-11	-11	-9	102	0.3	101	99	1
C=CCn1cnc2c(nnn2-c2cc(C)cc(C)c2)c1=O	0	-1	-5	-2	-1	-1	96	0.6	?	98	9
Nc1nnc(SCc2ccc([N+](=O)[O-])cc2)s1	-3	0	-5	-1	-8	-6	98	-0.5	96	101	1
CCOC(=O)Nc1cc(C(=O)OC)ccc1C	1	-1	-5	-1	-13	-8	94	0.5	93	95	2
COC(=O)c1ccc2c(c1)NC(=O)C(N1CCOCC1)S2 (stereo not drawn)	0	-1	-8	-5	-16	-5	100	0.4	102	101	0
COC(CNC(=O)c1cc(-c2ccncc2)nc2ccc(S(=O)(=O)N3CCOCC3)cc12)OC	-1	0	0	0	-3	-3	100	0.6	103	99	3
FC(F)(F)c1cc(-c2cccs2)n[nH]1	0	-2	-10	-3	-14	-9	103	0.2	100	102	0
O=S1(=O)C=CC(N2CCOCC2)C1 (stereo not drawn)	-1	0	1	1	-3	0	109	-5.3	106	98	-7
Cc1nnc(NC(=O)CSc2ccc([N+](=O)[O-])cn2)s1	1	1	0	2	0	0	98	0.0	97	101	0
O=c1c2ccccc2nc(-c2ccccc2)n1/N=C/c1ccc([N+](=O)[O-])cc1	-8	-7	-13	-9	-11	-11	96	0.2	94	95	19
CC(=O)c1cc2c(O)c(O)ccc2o1	-2	-3	-9	-5	-16	-9	93	1.4	90	96	13
